# Assay outcomes: PubChem, Broad Institute
# IDH1 R132H inh – IDH1 R132H (human) inhibition. O75874. IDH1 R132H reductase, diaphorase/resazurin fluorescence, 60 min. inhibition, % at 10 µM. 0.18% of 70,000 active. AID 624101; in the data active = inhibition above about 34%;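 also: 0% = DMSO and 100% = no enzyme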
# EZH2 inh – blocks human EZH2/PRC2 H3K27 methylation; Q15910; DELFIA TRF, 1 h; inhibition, % at 12.5 µM; 0.35% of 57,000 active;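 active = mean inhibition of replicates at least 50% and every single replicate also reaching 50%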;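 also: dimethyl H3K27 on biotinylated H3 21-44 peptide detected by antibody; plate controls were median neutral control wells for no effect and median positive control wells for full effect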
# Target sequence (Q15910 whole entry, looked up): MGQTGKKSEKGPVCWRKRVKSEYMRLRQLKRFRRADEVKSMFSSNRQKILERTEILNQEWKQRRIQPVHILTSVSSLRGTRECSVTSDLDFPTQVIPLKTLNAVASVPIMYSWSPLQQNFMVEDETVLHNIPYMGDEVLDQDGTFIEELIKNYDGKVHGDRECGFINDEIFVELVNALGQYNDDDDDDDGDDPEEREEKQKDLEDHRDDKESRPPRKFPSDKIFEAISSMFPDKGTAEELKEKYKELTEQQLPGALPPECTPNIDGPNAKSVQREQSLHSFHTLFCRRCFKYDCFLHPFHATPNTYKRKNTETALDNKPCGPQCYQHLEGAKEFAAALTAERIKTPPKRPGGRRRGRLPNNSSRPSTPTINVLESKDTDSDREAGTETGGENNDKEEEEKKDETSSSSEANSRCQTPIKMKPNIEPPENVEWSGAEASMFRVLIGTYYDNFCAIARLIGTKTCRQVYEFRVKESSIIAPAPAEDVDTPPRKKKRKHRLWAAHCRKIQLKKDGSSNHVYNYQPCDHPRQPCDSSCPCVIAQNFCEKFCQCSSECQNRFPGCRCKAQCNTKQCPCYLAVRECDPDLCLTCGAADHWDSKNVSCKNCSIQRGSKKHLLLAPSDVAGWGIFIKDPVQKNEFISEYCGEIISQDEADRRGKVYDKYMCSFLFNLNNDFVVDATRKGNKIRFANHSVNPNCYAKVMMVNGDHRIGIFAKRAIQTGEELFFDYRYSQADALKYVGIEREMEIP
# An asterisk follows results filed as active; . = not tested or not shown.
SMILES,IDH1 R132H inh,EZH2 inh
C[C@@H]1CN([C@@H](C)CO)C(=O)CCCn2cc(nn2)CO[C@@H]1CN(C)C(=O)Nc1ccccc1,-0.1,10.0
CO[C@H]1CN(C)C(=O)c2cc(NC(=O)c3ccc4c(c3)OCO4)ccc2OC[C@H](C)N(CC2CC2)C[C@H]1C,0.0,0.8
O=C(C[C@H]1C=C[C@H](NC(=O)c2ccccc2)[C@@H](CO)O1)NCc1ccc(Oc2ccccc2)cc1,0.3,10.0
COCC(=O)Nc1ccc2c(c1)OC[C@H](C)N(C)C[C@H](C)[C@H](OC)CN(C)C2=O,-0.2,-17.9
COc1ccccc1C#Cc1ccc2c(c1)O[C@@H](CN(C)C(C)=O)[C@@H](C)CN([C@@H](C)CO)S2(=O)=O,-5.6,4.9
NCC[C@@H]1CC[C@@H](NC(=O)C2CCC2)[C@@H](CO)O1,-0.2,14.6
CCCNC(=O)Nc1ccc2c(c1)OC[C@@H](C)N(C)C[C@H](C)[C@@H](OC)CN(C)C2=O,0.0,4.5
COc1ccc(NC(=O)Nc2cccc3c2O[C@@H](CN(C)S(=O)(=O)c2ccc(OC)cc2)[C@@H](C)CN([C@@H](C)CO)C3=O)cc1,-2.9,.
CNC[C@@H]1Oc2ccc(N)cc2C(=O)N([C@@H](C)CO)C[C@H]1C,1.4,-25.0
Cc1ccccc1-c1ccc2c(c1)O[C@@H](CN(C)C)[C@@H](C)CN([C@H](C)CO)S2(=O)=O,1.4,-1.7
C[C@H]1CN([C@@H](C)CO)C(=O)Cc2cc(NS(=O)(=O)c3ccc(F)cc3)ccc2O[C@@H]1CN(C)S(=O)(=O)c1cccs1,0.7,.
C[C@H](CO)N1C[C@H](C)[C@@H](CN(C)C(=O)Nc2ccccc2)Oc2ccc(NS(=O)(=O)c3cccs3)cc2CC1=O,1.8,.

# Part of the list above, with two lines to a compound.
# Each structure is followed by: IDH1 R132H inh | EZH2 inh
CNC[C@@H]1Oc2ccc(N)cc2C(=O)N([C@@H](C)CO)C[C@H]1C
    1.4 | -25.0
Cc1ccccc1-c1ccc2c(c1)O[C@@H](CN(C)C)[C@@H](C)CN([C@H](C)CO)S2(=O)=O
    1.4 | -1.7
C[C@H]1CN([C@@H](C)CO)C(=O)Cc2cc(NS(=O)(=O)c3ccc(F)cc3)ccc2O[C@@H]1CN(C)S(=O)(=O)c1cccs1
    0.7 | .
C[C@H](CO)N1C[C@H](C)[C@@H](CN(C)C(=O)Nc2ccccc2)Oc2ccc(NS(=O)(=O)c3cccs3)cc2CC1=O
    1.8 | .

# Later entries:
SMILES,IDH1 R132H inh,EZH2 inh
C[C@@H]1CN([C@H](C)CO)C(=O)Cc2cc(NC(=O)C3CCCCC3)ccc2O[C@H]1CN(C)C(=O)Nc1ccc(C(F)(F)F)cc1,-0.5,.
O=C(Nc1ccccc1F)N[C@@H]1CC[C@@H](CCNC(=O)C2CC2)O[C@H]1CO,0.2,12.0
COc1ccc(NC(=O)Nc2ccc3c(c2)C(=O)N([C@@H](C)CO)C[C@@H](C)[C@H](CN(C)C(=O)Nc2c(C)noc2C)O3)cc1,-11.5,.
C[C@H](CO)N1C[C@H](C)[C@@H](CN(C)C(=O)Nc2cccc3ccccc23)Oc2ccc(NC(=O)C3CC3)cc2C1=O,-0.2,.
Cc1ccc(S(=O)(=O)N[C@H]2C=C[C@H](CC(=O)NC3CCCCC3)O[C@@H]2CO)cc1,-0.1,15.2
CCn1c(-c2nonc2NC(=O)c2ccccc2)nc2ccccc21,0.4,.
NC(N)=NC(N)=Nc1cccc(Cl)c1,0.2,-7.8
C[C@@H]1CN([C@H](C)CO)C(=O)c2cc(NC(=O)Nc3ccc(C(F)(F)F)cc3)ccc2O[C@H]1CN(C)S(=O)(=O)c1ccccc1,1.4,.
C[C@H](CO)N1C[C@H](C)[C@H](CN(C)Cc2ccncc2)Oc2ccc(NC(=O)Cc3cn(C)c4ccccc34)cc2CC1=O,-29.7,-2.8
O=C(O)CCC(=O)Nc1ccc(-c2nc3ccccc3o2)cc1,0.2,.
COc1ccc([Si](C)(C)[C@H]2[C@H](CCn3cc([C@H](O)c4ccccc4)nn3)O[C@@]3(C(=O)N(C)c4ccccc43)[C@@H]2C)cc1,.,21.8
CS(=O)(=O)N(CC(=O)Nc1ccccc1C(F)(F)F)c1ccccc1Br,0.1,-5.9
CC1(C)COC(CCC/C=N/NC(=O)c2ccccn2)OC1,2.2,9.9
CO[C@@H]1CN(C)C(=O)c2cc(NC(=O)C3CC3)ccc2OC[C@H](C)N(Cc2cncnc2)C[C@H]1C,-0.3,8.9
CNC[C@@H]1Oc2ccc(N(C)C)cc2CC(=O)N([C@H](C)CO)C[C@@H]1C,2.4,3.6
C[C@@H]1CCCCO[C@H](CN(C)Cc2ccc3c(c2)OCO3)[C@@H](C)CN([C@@H](C)CO)C(=O)c2cc(NC(=O)Nc3ccccc3)ccc2O1,-1.9,.
C[C@H]1CN([C@@H](C)CO)C(=O)Cc2cc(NS(=O)(=O)c3cccs3)ccc2O[C@@H]1CN(C)CC1CCCCC1,2.7,11.1
Cc1ccc(S(=O)(=O)N[C@H]2CC[C@H](CCn3cc(-c4ccccc4F)nn3)O[C@@H]2CO)cc1,-0.5,-8.5
COc1ccccc1NC(=O)N[C@H]1CC[C@@H](CCn2cc(-c3ccccc3)nn2)O[C@H]1CO,-0.1,-0.2
CO[C@@H]1CN(C)C(=O)c2cc(NC(=O)c3ccccc3)ccc2OC[C@@H](C)N(C(C)=O)C[C@@H]1C,0.4,4.8
CO[C@@H]1CN(C)C(=O)c2ccc(NC(=O)c3ccno3)cc2OC[C@H](C)NC[C@@H]1C,0.2,-2.2
CO[C@@H]1CN(C)C(=O)c2cc(NC(=O)c3ccccc3F)ccc2OC[C@@H](C)N(C(=O)c2ccccc2F)C[C@@H]1C,0.0,-4.7
CO[C@@H]1CN(C)C(=O)c2cc(NC(=O)C3CCC3)ccc2OC[C@H](C)N(CC2CCCCC2)C[C@H]1C,0.2,-3.4
COc1ccccc1NC(=O)N[C@@H]1CC[C@H](CCNS(=O)(=O)c2ccc(Cl)cc2)O[C@@H]1CO,-0.6,35.1
COC(=O)[C@H]1[C@@H]2COc3ccccc3[C@H]2N[C@H]1C(=O)OC,.,-12.3
C[C@H]1CN([C@@H](C)CO)C(=O)c2cc(Br)cnc2O[C@H]1CN(C)S(=O)(=O)c1ccccc1,0.4,.
CNC[C@H]1Oc2cc(-c3ccc(C)cc3)ccc2S(=O)(=O)N([C@H](C)CO)C[C@@H]1C,1.8,-4.3
C[C@H]1CN([C@@H](C)CO)C(=O)c2cc(C#Cc3ccncc3)cnc2O[C@@H]1CN(C)CC1CCCC1,0.7,.
C[C@H](CO)N1C[C@H](C)[C@H](CN(C)S(=O)(=O)c2ccc(F)cc2)Oc2ccc(NC(=O)Cc3ccccc3)cc2C1=O,-0.6,3.1
CO[C@@H]1CN(C)C(=O)c2ccc(NS(=O)(=O)c3cn(C)cn3)cc2OC[C@H](C)N(C)C[C@H]1C,-0.3,-3.6
Cc1noc(C)c1NC(=O)Nc1ccc2c(c1)C(=O)N([C@@H](C)CO)C[C@H](C)[C@H](CN(C)S(=O)(=O)c1ccc(Cl)cc1)O2,-1.2,.
C[C@H]1CN([C@@H](C)CO)C(=O)c2cc(NC(=O)C3CC3)ccc2O[C@@H]1CN(C)C(=O)Nc1ccc2c(c1)OCO2,.,11.1
COc1ccccc1-c1cnc2c(c1)C(=O)N([C@@H](C)CO)C[C@H](C)[C@H](CN(C)Cc1cccnc1)O2,-0.3,-4.1
Cc1ccc(S(=O)(=O)Nc2ccc3c(c2)C(=O)N([C@@H](C)CO)C[C@@H](C)[C@@H](CN(C)C(=O)Nc2ccc(C(F)(F)F)cc2)O3)cc1,0.8,.
COC(=O)c1cc(NC(=O)CN(c2cc(C)cc(C)c2)S(C)(=O)=O)ccc1Cl,0.9,.
CC(C)NC(=O)Nc1ccc2c(c1)CC(=O)N([C@@H](C)CO)C[C@H](C)[C@H](CN(C)CC1CC1)O2,1.8,0.7

# 4 entries drawn at random from those above:
SMILES,IDH1 R132H inh,EZH2 inh
C[C@@H]1CN([C@H](C)CO)C(=O)c2cc(NC(=O)Nc3ccc(C(F)(F)F)cc3)ccc2O[C@H]1CN(C)S(=O)(=O)c1ccccc1,1.4,.
O=C(Nc1ccccc1F)N[C@@H]1CC[C@@H](CCNC(=O)C2CC2)O[C@H]1CO,0.2,12.0
C[C@H]1CN([C@@H](C)CO)C(=O)Cc2cc(NS(=O)(=O)c3cccs3)ccc2O[C@@H]1CN(C)CC1CCCCC1,2.7,11.1
COC(=O)[C@H]1[C@@H]2COc3ccccc3[C@H]2N[C@H]1C(=O)OC,.,-12.3

# (continued)
SMILES,IDH1 R132H inh,EZH2 inh
O=C(O)CC(NC(=O)c1ccccc1)c1ccccc1 (stereo not given),-0.3,-6.3
Cc1ccc(S(=O)(=O)N[C@@H]2CC[C@@H](CCn3cc(C4CCCCC4)nn3)O[C@H]2CO)cc1,0.1,-8.9
CCS(=O)(=O)Nc1ccc2c(c1)C(=O)N(C)C[C@@H](OC)[C@@H](C)CN(C(=O)c1ccc3c(c1)OCO3)[C@@H](C)CO2,0.6,2.7
COCC#Cc1ccc2c(c1)O[C@H](CN(C)Cc1ccccc1)[C@@H](C)CN([C@@H](C)CO)S2(=O)=O,-0.9,20.4
Cc1ccc(CN(CC(=O)O)S(=O)(=O)c2ccc(Br)cc2)cc1,-0.4,-4.3
CC(C)(C)S(=O)(=O)/C(C#N)=C/c1sccc1C1OCCO1,0.1,-0.2
CC(C)CC#Cc1ccc2c(c1)O[C@@H](CN(C)C(=O)C1CCOCC1)[C@@H](C)CN([C@H](C)CO)S2(=O)=O,-3.9,-6.5
COc1ccc(S(=O)(=O)N(C)C[C@@H]2OCCCC[C@H](C)Oc3ccc(NC(=O)c4ccncc4)cc3C(=O)N([C@H](C)CO)C[C@@H]2C)cc1,-1.3,.
Cc1ccc(S(=O)(=O)NCC[C@H]2CC[C@H](NC(=O)Nc3ccccc3F)[C@@H](CO)O2)cc1,0.6,5.2
O=C1c2ccccc2-[n+]2ccc3c([nH]c4ccccc43)c21,-0.3,.
COCC(=O)Nc1ccc2c(c1)C(=O)N(C)C[C@H](OC)[C@H](C)CN(C(=O)c1cnccn1)[C@@H](C)CO2,-0.2,-10.1
C[C@@H]1CCCCO[C@H](CN(C)Cc2ccccc2)[C@@H](C)CN([C@H](C)CO)C(=O)c2cc(NC(=O)CCCCCC(=O)Nc3ccccc3N)ccc2O1,.,14.7
C[C@H](CO)N1C[C@H](C)[C@@H](CN(C)S(=O)(=O)c2cccc(F)c2)OCc2cn(nn2)CCCC1=O,-2.0,.
O=C(C[C@@H]1C=C[C@H](NC(=O)c2ccc3c(c2)OCO3)[C@H](CO)O1)NCc1ccc(Oc2ccccc2)cc1,-0.3,-3.0
O=C(CSc1nc2ccc(NC(=O)c3ccccc3F)cc2s1)c1cccc([N+](=O)[O-])c1,0.2,5.7
COc1ccc(NC(=O)CSC2CC(=O)N(c3cc(Cl)cc(Cl)c3)C2=O)cc1 (stereo not given),0.3,15.6
O=C(O)CCC/C=C\CC1C2CCC(O2)C1CNNC(=O)Nc1ccccc1 (stereo not given),0.7,.
CN(C)/C=C/C=C1C(=O)CCCC1=O,-0.9,53.6*
C[C@@H]1CN([C@H](C)CO)C(=O)c2cccc(N(C)C)c2O[C@H]1CN(C)Cc1ccc(C(=O)Nc2ccccc2N)cc1,0.4,-10.0
C[C@@H]1CN([C@H](C)CO)C(=O)c2cc(NC(=O)Nc3ccc4c(c3)OCO4)ccc2O[C@@H](C)CCCCO[C@@H]1CN(C)S(=O)(=O)c1ccc(F)cc1,0.0,.
c1ccc(COCCCc2cnc[nH]2)cc1,3.3,17.9
COc1ccc(NC(=O)N[C@@H]2CC[C@H](CC(=O)NCc3ccccn3)O[C@H]2CO)cc1,0.4,13.8
COCC(=O)Nc1ccc2c(c1)[C@@H]1C[C@H](CC(=O)NCc3ccc(Cl)cc3)O[C@@H](CO)[C@@H]1O2,0.8,-7.9
CNC(=S)N(Cc1ccncc1)C1CC(=O)N(c2ccc(OC)cc2)C1=O (stereo not given),24.4,.
C[C@@H]1CN([C@H](C)CO)S(=O)(=O)c2ccc(C3=CCCC3)cc2O[C@@H]1CN(C)C,0.2,4.1
CC(C)NC(=O)N(C)C[C@H]1Oc2cc(C#Cc3ccccn3)ccc2S(=O)(=O)N([C@@H](C)CO)C[C@H]1C,21.4,1.5
CS(=O)(=O)N(CC(=O)Nc1ccc(Oc2ccccc2)cc1)c1ccc(F)c(Cl)c1,-0.1,12.9
COc1ccc(NC(=O)Nc2ccc3c(c2)C(=O)N([C@@H](C)CO)C[C@H](C)[C@@H](CN(C)C(=O)Cc2ccccc2)OCCCC[C@@H](C)O3)cc1,2.2,.
COc1ccccc1CNC(=O)C[C@H]1C[C@H]2c3cc(NC(=O)NC4CCCC4)ccc3O[C@H]2[C@H](CO)O1,1.7,-10.8
C[C@@H]1CN([C@@H](C)CO)C(=O)c2cc(N(C)C)ccc2O[C@@H]1CN(C)Cc1ccc(C(=O)O)cc1,-0.9,7.2
CCO[C@H]1OC(C(=O)O)=C[C@@H](c2ccccc2)[C@@H]1CCCO,.,4.8
Cc1ccnc(NC(=O)Cn2cnc3c2c(=O)n(C)c(=O)n3C)n1,0.1,0.6
Cc1c(CC(=O)O)c(=O)oc2cc(OCC(=O)O)ccc12,0.5,1.1
C[C@@H]1CC(=O)C2=C(C1)C[C@@H](O)[C@@]1(O)C2C(=O)c2cccc(O)c2[C@@H]1O (stereo not given in full),0.5,3.3
C[C@H](CO)N1C[C@H](C)[C@@H](CN(C)S(=O)(=O)c2ccccc2)Oc2c(NS(=O)(=O)c3cn(C)cn3)cccc2C1=O,-0.5,.
C=CCN1Cc2ccccc2[C@H]2OC(c3ccc(OCCCO)cc3)=N[C@@]2(Cc2ccccc2)C1=O,.,1.5
C[C@H](CO)N1C[C@H](C)[C@@H](CN(C)Cc2ccncc2)Oc2ccc(NC(=O)c3ccncc3)cc2C1=O,2.4,1.0
COC(=O)C[C@H]1C=C[C@H](NC(=O)Nc2ccc(C(F)(F)F)cc2)[C@H](CO)O1,0.1,11.1
C[C@@H]1CN([C@@H](C)CO)C(=O)c2cc(NC(=O)C3CC3)ccc2O[C@@H]1CN(C)CC1CCCCC1,0.0,5.6

# The list is partial; rates above refer to the full screens.
